MRP-1 activ: MRP-1 activation; H69AR cells + doxorubicin, viability rescue, CellTiter-Glo; viability increase, % at 10 µM; 0.61% of 140,000 active;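 active = viability gain under doxorubicin at or above a set limit, the compound median plus 3 SD, cut at about 4.7% in these data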;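 also: MRP-1 overexpressing cells given doxorubicin 25 µM after compound pretreatment; 18-22 h compound pretreatment then 72 h with doxorubicin before readout; 0% = doxorubicin-only wells and 100% = vehicle-treated cells without doxorubicin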
NPY Y2 blocker: NPY-Y2 (human) receptor antagonism | NPY-Y2 expressing cells, antagonist mode | 0.99% of 140,000 active | P49146 | inhibition, % at 2.7 µM; in the data active = inhibition above about 17%;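 also: 0% = vehicle with agonist challenge and 100% = reference antagonist with challenge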
Target sequence (P49146 whole entry, looked up): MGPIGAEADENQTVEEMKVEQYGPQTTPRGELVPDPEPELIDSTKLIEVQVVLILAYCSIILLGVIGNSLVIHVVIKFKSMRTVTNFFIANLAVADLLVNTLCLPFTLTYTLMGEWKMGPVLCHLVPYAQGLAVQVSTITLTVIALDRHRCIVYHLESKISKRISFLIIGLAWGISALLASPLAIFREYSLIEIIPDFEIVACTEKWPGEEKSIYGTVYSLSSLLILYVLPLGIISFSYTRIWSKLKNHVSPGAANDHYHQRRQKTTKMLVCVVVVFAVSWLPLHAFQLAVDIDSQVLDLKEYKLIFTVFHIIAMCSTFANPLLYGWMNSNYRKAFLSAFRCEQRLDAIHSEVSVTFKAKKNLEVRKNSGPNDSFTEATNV
E-sel TNF inh: blocks E-selectin expression induced by TNF alpha. HUVEC TNFa-induced E-selectin immunofluorescence, high content. inhibition, % at 2 µM. 0.71% of 120,000 active;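 active = inhibition above the batch mean plus 3 SD, and confirmed as a hit on visual image review, cut at about 43% in these data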;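 also: 0% = TNF-stimulated DMSO wells and 100% = unstimulated control wells; not every result past the cut was called active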
Measles CPE: protection of cells from measles virus; 1.5% of 140,000 active; Measles virus-infected cells, CPE protection, absorbance; protection (pct of control), % at 4 µM; AID 841; in the data active = protection mostly above about 24%, no sharp cut-off; inactive = mostly below about 26%; also: some compounds called inactive have numbers as strong as hits
bCat KO growth: beta-catenin-lacking colon tumor cell growth suppression; 1.5% of 140,000 active; HCT116 beta-catenin knockout viability, CellTiter-Glo, 60 h; active compounds read low; viability, % at 10 µM;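 active = viability at or under a set limit, the compound median less 4 SD, cut at about 6% in these data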;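 also: 0% = Hyamine 1622 control at 20 µM and 100% = untreated cell control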
GALR2 blocker: GALR2 (human) receptor antagonism | 0.39% of 140,000 active | O43603 | GALR2-expressing cells, antagonist mode | inhibition, % at 4 µM; in the data active = inhibition above about 27%;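 also: cells stimulated with galanin 1-16 at roughly its EC80; 0% = agonist challenge control and 100% = basal control without agonist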
Target sequence (O43603 whole entry, looked up): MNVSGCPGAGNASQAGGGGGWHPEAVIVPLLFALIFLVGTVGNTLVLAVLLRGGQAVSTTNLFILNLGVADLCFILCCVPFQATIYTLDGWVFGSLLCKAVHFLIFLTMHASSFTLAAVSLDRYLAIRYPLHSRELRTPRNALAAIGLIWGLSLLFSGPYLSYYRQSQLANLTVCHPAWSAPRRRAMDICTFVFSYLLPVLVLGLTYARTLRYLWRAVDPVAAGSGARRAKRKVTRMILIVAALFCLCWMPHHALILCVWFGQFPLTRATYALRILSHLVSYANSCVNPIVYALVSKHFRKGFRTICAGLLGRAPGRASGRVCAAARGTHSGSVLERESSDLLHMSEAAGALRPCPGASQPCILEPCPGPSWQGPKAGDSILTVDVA
Phagocyt inh: inhibitors of macrophage phagocytosis. J774A.1 macrophage IgG-bead phagocytosis, imaging. inhibition, % at 5 µM. 0.07% of 110,000 active;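 active = inhibition above the mean of the plate negative controls plus 5 SD, cut at about 13% in these data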;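 also: phagocytic index as fraction of beads internalized from green versus red external bead signal; plate controls were DMSO negative control for no effect and cytochalasin-D positive control for full effect; some results beyond the cut were filed as inactive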
Yeast lifespan up: yeast lifespan extension; S. cerevisiae growth with nicotinamide, OD615; deaD strain in restrictive glucose medium; AID 775; 0.68% of 130,000 active; inhibition of the nicotinamide effect, % at 10 µM;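 active = inhibition above a set limit, placed 3 SD over the median of all compounds, cut at about 26% in these data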;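 also: 0% = nicotinamide-treated wells and 100% = cells grown without nicotinamide; some compounds called inactive have numbers as strong as hits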
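assay system = DeaD-strain S. cerevisiae | measured by = absorbance at 615 nm | probe or stimulus = nicotinamide 1.5 mM | buffer or medium = CSMM-D glucose medium, restrictive | times = 48 h at 30 °C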
BB579 growth dn: yeast BB579 growth reduction in restrictive medium; inhibition, % at 10 µM; S. cerevisiae BB579 growth, OD615, 48 h; 0.51% of 140,000 active;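 active = inhibition above a set limit, 3 SD over the mean compound inhibition, cut at about 44% in these data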; also: inactives centre near -24
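test system = yeast BB579 (DeaD) | buffer or medium = restrictive CSMM-D medium | doses = single compound dose of 10 µM, 0.25% DMSO final | times = 4 h preincubation and 48 h exposure at 30 °C | technique = culture absorbance at 615 nm | benchmarks = amphotericin B 10 µg/mL, positive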
PTEN del growth: suppresses growth of cells with PTEN deletion; viability, % at 10 µM; 1.2% of 140,000 active; HCT116 PTEN-null viability, CellTiter-Glo, 60 h; active compounds read low; AID 827;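 active = viability at or below a set limit, 4 SD under the median of all tested compounds, cut at about 3.7% in these data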;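 also: PTEN knockout HCT116 line with beta catenin targeted HCT116 as companion control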
* marks the source's active call; other numbers are inactive results. Not a hit list; 6.1% or so of the library scored in one or more.

For Cc1nn(Cc2ccc(Cl)cc2Cl)c(Cl)c1/C=C/C(=O)OCC(=O)NCC(F)(F)F the results were MRP-1 activ -0.7, NPY Y2 blocker 3.9, E-sel TNF inh 10.2, Measles CPE 5.6, bCat KO growth 89.0, GALR2 blocker -5.4, Phagocyt inh -1.7, Yeast lifespan up -1.4, BB579 growth dn -79.7 and PTEN del growth 102.3.
Cc1noc(C)c1CSCC(=O)Nc1nc2ccc(Oc3ccccc3)cc2s1 was read as MRP-1 activ 0.1, NPY Y2 blocker 4.7, E-sel TNF inh 8.2, Measles CPE 9.5, bCat KO growth 81.4, GALR2 blocker -0.1, Phagocyt inh -0.4, Yeast lifespan up -3.0, BB579 growth dn -34.8 and PTEN del growth 76.2.
Cc1n[nH]c(C)c1S(=O)(=O)N1CCCC(C(=O)NCc2cccs2)C1 (centres undefined) was read as MRP-1 activ 0.0, NPY Y2 blocker 2.2, Measles CPE 21.0, bCat KO growth 99.6, GALR2 blocker -2.2, Phagocyt inh -0.3, Yeast lifespan up 1.5, BB579 growth dn -26.9 and PTEN del growth 90.6.
Screening COc1cccc(C(=O)Nc2ccc(NC(=O)c3ccco3)nc2)c1 returned MRP-1 activ -3.9, NPY Y2 blocker 0.6, Measles CPE 5.4, bCat KO growth 88.0, GALR2 blocker 4.6, Phagocyt inh -1.2, Yeast lifespan up -7.4, BB579 growth dn -38.1 and PTEN del growth 87.5.
Screening O=C(COC(=O)CCc1ccc(S(=O)(=O)N2CCOCC2)cc1)NC1CCCC1 returned MRP-1 activ 0.4, NPY Y2 blocker 0.0, E-sel TNF inh 62.9*, Measles CPE 12.2, bCat KO growth 93.4, GALR2 blocker 0.6, Phagocyt inh -5.5, Yeast lifespan up 2.8, BB579 growth dn -19.8 and PTEN del growth 91.8.
For CCN(CCCNC(=O)C1CCN(S(=O)(=O)CC)CC1)c1ccccc1 the results were MRP-1 activ -1.6, NPY Y2 blocker 3.8, E-sel TNF inh -20.1, Measles CPE 7.9, bCat KO growth 92.5, GALR2 blocker -1.0, Phagocyt inh -1.7, Yeast lifespan up 4.2, BB579 growth dn -50.9 and PTEN del growth 93.9.
`Cc1ccc(S(=O)(=O)N(C)c2c(C)ccc(S(=O)(=O)N3CCN(C)CC3)c2C)cc1` gave MRP-1 activ -2.5, NPY Y2 blocker 0.9, E-sel TNF inh -6.3, Measles CPE 12.4, bCat KO growth 86.3, GALR2 blocker 3.1, Phagocyt inh -5.7, Yeast lifespan up 5.2, BB579 growth dn -21.7 and PTEN del growth 97.8.
Screening Cc1cccc(-c2nc3ccccc3c(=O)n2NC(=O)c2ccc([N+](=O)[O-])c(C)c2)c1 returned MRP-1 activ -0.8, NPY Y2 blocker 5.6, Measles CPE 6.0, bCat KO growth 88.5, GALR2 blocker 1.9, Phagocyt inh -1.9, Yeast lifespan up 4.7, BB579 growth dn -26.7 and PTEN del growth 86.6.
COC(=O)c1c(NC(=O)CC2NCCNC2=O)sc2c1CCCC2 (centres undefined) was read as MRP-1 activ -2.9, NPY Y2 blocker -2.3, E-sel TNF inh 36.7, Measles CPE 4.6, bCat KO growth 93.6, GALR2 blocker -11.6, Phagocyt inh 2.2, Yeast lifespan up -4.0, BB579 growth dn -10.7 and PTEN del growth 86.5.
Screening Cc1onc(-c2c(F)cccc2Cl)c1C(=O)OCC(=O)NCc1ccco1 returned MRP-1 activ -4.0, NPY Y2 blocker -2.5, E-sel TNF inh 3.7, Measles CPE 13.8, bCat KO growth 104.6, GALR2 blocker -8.5, Phagocyt inh -1.5, Yeast lifespan up -21.9, BB579 growth dn -14.7 and PTEN del growth 89.8.
For Cc1c(C)c2c(C)[nH]nc2oc1=O the results were MRP-1 activ -1.7, NPY Y2 blocker 0.1, E-sel TNF inh 37.7, Measles CPE 3.0, bCat KO growth 83.3, GALR2 blocker 0.4, Yeast lifespan up 7.1, BB579 growth dn -41.4 and PTEN del growth 95.2.
`O=C(NC(=O)N1CCN(c2ccccc2)CC1)c1ccc(Cl)cc1` gave MRP-1 activ 3.8, NPY Y2 blocker 4.4, E-sel TNF inh -21.9, Measles CPE 8.8, bCat KO growth 100.2, GALR2 blocker -7.7, BB579 growth dn 0.2 and PTEN del growth 87.6.
`CN(C)c1ccc(-c2nc3n(n2)C(c2cccnc2)C2=C(CC(C)(C)CC2=O)N3)cc1` (centres undefined) gave MRP-1 activ -4.7, NPY Y2 blocker -0.7, E-sel TNF inh -21.5, Measles CPE 6.3, bCat KO growth 91.7, GALR2 blocker -4.2, Yeast lifespan up 28.9, BB579 growth dn -3.6 and PTEN del growth 93.4.
`Cc1cc(C)c(S(=O)(=O)c2ccccc2C)c(OCC(C)(C)C)n1` gave MRP-1 activ -3.3, NPY Y2 blocker 3.2, E-sel TNF inh -4.7, Measles CPE 21.7, bCat KO growth 64.8, GALR2 blocker -2.9, Yeast lifespan up -2.4, BB579 growth dn -47.0 and PTEN del growth 70.8.
CSc1nc(-c2ccccc2)nn1C(=O)c1ccccc1 was read as MRP-1 activ 0.6, NPY Y2 blocker 0.5, E-sel TNF inh -17.0, Measles CPE 23.4, bCat KO growth 101.4, GALR2 blocker -2.4, Yeast lifespan up -6.0, BB579 growth dn -43.5 and PTEN del growth 115.0.
O=C(CC1Oc2ccccc2NC1=O)NC1CCCC1 (centres undefined) was read as MRP-1 activ -1.1, NPY Y2 blocker 1.4, Measles CPE 7.0, bCat KO growth 99.9, GALR2 blocker -10.3, Phagocyt inh -0.6, Yeast lifespan up -8.6, BB579 growth dn -6.2 and PTEN del growth 94.0.
For O=C(CSc1ccccn1)N1CCN(c2ccc(Cl)cc2)CC1 the results were MRP-1 activ -0.7, NPY Y2 blocker 3.6, E-sel TNF inh -11.7, Measles CPE 19.3, bCat KO growth 90.8, GALR2 blocker -9.9, Phagocyt inh -1.3, Yeast lifespan up 16.8, BB579 growth dn -87.6 and PTEN del growth 100.3.
Screening CC1CCCCN1C(=O)Cn1cc(/C=C2/C(=O)Nc3ccccc32)c2ccccc21 (centres undefined) returned MRP-1 activ -4.8, NPY Y2 blocker -0.3, E-sel TNF inh 4.3, Measles CPE 16.6, bCat KO growth 41.9, GALR2 blocker 20.3, Phagocyt inh 3.1, Yeast lifespan up -4.7, BB579 growth dn -20.8 and PTEN del growth 37.8.
Screening COc1ccc(OC)c(S(=O)(=O)NCC2CCCO2)c1 (centres undefined) returned MRP-1 activ -1.7, NPY Y2 blocker 3.0, Measles CPE 8.3, bCat KO growth 97.7, GALR2 blocker -6.4, Phagocyt inh -2.8, Yeast lifespan up -4.0, BB579 growth dn -19.1 and PTEN del growth 89.6.
`Cc1nn2c(N)c(C#N)cnc2c1-c1ccc(Cl)cc1` gave MRP-1 activ -1.6, NPY Y2 blocker -1.6, E-sel TNF inh 4.3, Measles CPE 19.3, bCat KO growth 83.4, GALR2 blocker 5.5, Phagocyt inh 1.1, Yeast lifespan up -3.8, BB579 growth dn -41.4 and PTEN del growth 89.4.
CCN(CC)S(=O)(=O)c1cccc(-c2nnc(SCC(=O)c3ccc(Cl)s3)n2C)c1 was read as MRP-1 activ -4.7, NPY Y2 blocker -1.3, E-sel TNF inh 5.8, Measles CPE 7.0, bCat KO growth 69.8, GALR2 blocker -9.6, Phagocyt inh -0.4, Yeast lifespan up -6.1, BB579 growth dn -17.5 and PTEN del growth 66.7.
Screening COC(=O)C1C(O)=C(C=NCc2ccccc2)C(=O)CC1(C)C (centres undefined) returned MRP-1 activ -2.2, NPY Y2 blocker -1.1, E-sel TNF inh 1.2, Measles CPE 3.7, bCat KO growth 84.4, GALR2 blocker 5.2, Yeast lifespan up -8.4, BB579 growth dn -17.3 and PTEN del growth 83.1.
For O=C(/C=C/c1ccc(Cl)cc1)N1CCN(c2c(Cl)cccc2[N+](=O)[O-])CC1 the results were MRP-1 activ 1.2, NPY Y2 blocker 5.0, E-sel TNF inh -13.5, Measles CPE 11.5, bCat KO growth 79.9, GALR2 blocker 1.4, Yeast lifespan up 0.2, BB579 growth dn -37.6 and PTEN del growth 81.9.
CCOC(=O)c1c(N=CN(C)C)c(C#N)n2c1CCC2 was read as MRP-1 activ -2.3, NPY Y2 blocker -0.9, E-sel TNF inh -1.1, Measles CPE 0.8, bCat KO growth 96.5, GALR2 blocker -11.6, Phagocyt inh -0.8, Yeast lifespan up -6.0, BB579 growth dn 21.7 and PTEN del growth 93.5.

Quoted from above, two compounds:
`Cc1cc(C)c(S(=O)(=O)c2ccccc2C)c(OCC(C)(C)C)n1` gave MRP-1 activ -3.3, NPY Y2 blocker 3.2, E-sel TNF inh -4.7, Measles CPE 21.7, bCat KO growth 64.8, GALR2 blocker -2.9, Yeast lifespan up -2.4, BB579 growth dn -47.0 and PTEN del growth 70.8.
CSc1nc(-c2ccccc2)nn1C(=O)c1ccccc1 was read as MRP-1 activ 0.6, NPY Y2 blocker 0.5, E-sel TNF inh -17.0, Measles CPE 23.4, bCat KO growth 101.4, GALR2 blocker -2.4, Yeast lifespan up -6.0, BB579 growth dn -43.5 and PTEN del growth 115.0.

Next entries
For CCP(=O)(CC)c1cccc(N)c1 the results were MRP-1 activ -1.2, NPY Y2 blocker -1.9, Measles CPE 12.3, bCat KO growth 104.6, GALR2 blocker 2.8, Phagocyt inh 0.9, Yeast lifespan up 1.5, BB579 growth dn -13.6 and PTEN del growth 95.5.
Screening CSc1nncc(/C(C)=N\Nc2cccc(C)c2)n1 returned MRP-1 activ -0.5, NPY Y2 blocker 1.8, E-sel TNF inh -24.5, Measles CPE 19.5, bCat KO growth 91.9, GALR2 blocker -2.0, Yeast lifespan up -15.1, BB579 growth dn -32.8 and PTEN del growth 93.4.
For COc1ccc(-c2nc(N3CCCCCC3)sc2C(=O)c2ccccc2)cc1 the results were MRP-1 activ 0.0, NPY Y2 blocker 0.5, E-sel TNF inh -21.5, Measles CPE 19.9, bCat KO growth 82.5, GALR2 blocker -2.0, Phagocyt inh -1.1, Yeast lifespan up 1.1, BB579 growth dn -49.8 and PTEN del growth 80.9.
CC1CCN(CCCNC(=O)c2cc3c(=O)n(C)c4ccccc4c3n2C)CC1 was read as MRP-1 activ -6.1, NPY Y2 blocker 3.1, E-sel TNF inh 4.4, Measles CPE 1.9, bCat KO growth 7.4, GALR2 blocker -9.6, Phagocyt inh 0.1, Yeast lifespan up -3.5, BB579 growth dn -17.5 and PTEN del growth 15.2.
`CC(C)(C)NCC(O)c1cc(O)cc(O)c1` (centres undefined) gave MRP-1 activ -1.7, NPY Y2 blocker 1.1, Measles CPE 32.6, bCat KO growth 87.0, GALR2 blocker 1.8, Yeast lifespan up 3.3, BB579 growth dn -7.8 and PTEN del growth 94.6.
`O=C(N/N=C/c1ccc(OC(=O)c2cccs2)cc1)c1ccc(F)cc1` gave MRP-1 activ 1.7, NPY Y2 blocker 4.9, E-sel TNF inh -35.6, Measles CPE 3.5, bCat KO growth 90.8, GALR2 blocker 6.4, Phagocyt inh 0.1, Yeast lifespan up -3.6, BB579 growth dn -30.7 and PTEN del growth 88.1.
O=C(CSc1nnc(Cc2ccccc2)o1)N1CCc2ccccc21 was read as MRP-1 activ -3.7, NPY Y2 blocker 1.3, E-sel TNF inh -14.6, Measles CPE 7.5, bCat KO growth 95.6, GALR2 blocker 4.2, Phagocyt inh -0.6, Yeast lifespan up -4.9, BB579 growth dn -9.4 and PTEN del growth 102.2.
